High-throughput results deposited in PubChem by National Center for Advancing Translational Sciences (NCATS).
p53 reactivator: re-activators of mutant p53. H1299 p53-A138V BP100-luciferase reporter, luminescence, 24 h. Potency, µM (series often up to 92.2 µM), for the others: at the highest dose activity change, positive = activation, usual class: activators. 320,000 compounds, 0.063% hits. AID 504706; also: % of control where 0% means no effect; nearly all actives have a fitted effect of over 45% in size
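p53-null H1299 cells stably carrying temperature-sensitive p53-A138V and a BP100-luciferase reporter were pinned with compounds (4-point, 1:5 series) and held 24 hrs at 37 deg C. Luminescence was read 10 min after detection reagent.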
NPC1 prom act: activates the NPC1 promoter; Potency, µM (top dose mostly 9.22 µM), without a hit: top-dose activation, hits mostly activators; 320,000 compounds, 2.4% hits; AID 485313; Huh7 NPC1 promoter luciferase reporter, 24 h;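 also: % of control where 0% means no effect; nearly all actives have a fitted effect of over 60% in size; reporter is driven by a mutant NPC1 promoter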
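Huh7 cells stably carrying NPC1 promoter–luciferase, plated in Opti-MEM with 10% FBS for 2 h, were exposed to compound in DMSO for 24 h at 37 °C; luciferase reagent was added for 10 min and luminescence read.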
MLL CXXC-DNA inh: inhibitors of human MLL CXXC domain-DNA interaction. Q03164. AID 2662. Potency, µM (highest dose often 115 µM), for the others: at the highest dose activity change, negative = inhibition, most hits filed as inhibitors. MLL-CXXC / FITC-HOXA9 DNA fluorescence polarization. 290,000 compounds, 0.037% hits; active = well fitted inhibition curve with a large enough effect in the polarisation, with a control signal flat, not every such curve was filed as active; inconclusive = small, poorly fitted or top-dose-only effect, or effect the other way, or a change in a side signal; inactive = no such curve, though single readings can be large or run the other way; the % refers to the polarisation
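Purified MLL-CXXC (added from a 7 uM solution) was preincubated 5 min at ambient with pinned compounds in 50 mM Tris-HCl pH 7.5, 50 mM NaCl, 1 mM DTT, 0.05% BSA. Fluorescein-labeled HOX-A9 DNA (50 nM solution) followed, 30 min, then polarization read.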
uPA generation: blocks generation of uPA at the cell surface | 330,000 compounds, 0.31% hits | Potency, µM (series often up to 38.3 µM), for inactives: at the highest dose activity change, negative = inhibition, actives largely listed as inhibitors | cell surface uPA generation assay, qHTS; active = well fitted inhibition curve with a large enough effect; inconclusive = small, poorly fitted or top-dose-only effect; inactive = no such curve, though single readings can be large or run the other way; tested in mouse RAW 264.7 cells; also: % is scaled to controls: 0 for no effect and ±100 for the full control effect; nearly all actives have a fitted effect of over 55% in size
Rab9 promoter act: activators of Rab9 promoter | 320,000 compounds, 2.8% hits | Huh7 Rab9 promoter-luciferase reporter, luminescence, 24 h | Potency, µM (top dose mostly 9.22 µM), for the others: at the highest dose activation, negative = inhibition, most hits filed as activators; also: % of control where 0% means no effect; nearly all actives have a fitted effect of over 60% in size
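Measured in stably transfected Huh7 cells bearing a Rab9 promoter–luciferase construct: 24 h compound treatment at 37 °C, followed by luminescence detection.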
MBNL1 CUG block: MBNL1-poly(CUG) RNA binding inhibition | Q9NR56 | TR-FRET MBNL1-His/biotin-(CUG)12 binding, 665/545 ratio | Potency, µM (doses to about 57.5 µM), without a hit: at the highest dose activity change, negative = inhibition, actives largely listed as inhibitors | 280,000 compounds, 0.036% hits; active = well fitted inhibition curve with a large enough effect in the signal ratio, with a control signal flat, not every such curve was filed as active; inconclusive = small, poorly fitted or top-dose-only effect, or effect the other way, or a change in a side signal; inactive = no such curve, though single readings can be large or run the other way; the % refers to the signal ratio; also: % is scaled to controls: 0 for no effect and ±100 for the full control effect
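MBNL1-His + Biotin-(CUG)12, cpd titration 92 nM–58 uM; Tb anti-His Ab 0.055 ng/ul, SA-XL665 5 nM (final); 60 min RT; ratiometric 665/545 nm, Ex 340 nm; normalized to buffer and full-complex controls.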
RORgamma inh: ROR gamma (mouse) transcription inhibition; P51450; Drosophila S2 Gal4-RORgamma UAS-luciferase reporter, 20 h; Potency, µM (titrated, usually from 53.6 µM), inactives show top-dose activity change, negative = inhibition, actives largely listed as inhibitors; 310,000 compounds, 5.4% hits; also: % is scaled to controls: 0 for no effect and ±100 for the full control effect; nearly all actives have a fitted effect of over 60% in size
Target sequence (P51450 whole entry, looked up, the tested form may be a part): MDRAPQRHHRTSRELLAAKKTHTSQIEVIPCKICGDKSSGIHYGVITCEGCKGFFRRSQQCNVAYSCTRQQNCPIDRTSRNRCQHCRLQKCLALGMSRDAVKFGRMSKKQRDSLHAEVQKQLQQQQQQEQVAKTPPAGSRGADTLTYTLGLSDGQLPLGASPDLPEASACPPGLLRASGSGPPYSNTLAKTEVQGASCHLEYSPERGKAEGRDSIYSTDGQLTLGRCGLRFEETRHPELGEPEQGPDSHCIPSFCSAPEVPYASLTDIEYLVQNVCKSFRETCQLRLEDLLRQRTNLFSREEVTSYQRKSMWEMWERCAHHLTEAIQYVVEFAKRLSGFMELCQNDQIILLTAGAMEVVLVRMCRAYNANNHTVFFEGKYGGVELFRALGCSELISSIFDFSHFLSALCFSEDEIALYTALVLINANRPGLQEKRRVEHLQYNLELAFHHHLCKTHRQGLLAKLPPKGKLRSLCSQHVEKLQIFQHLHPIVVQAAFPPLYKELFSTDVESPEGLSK
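Schneider cells (Drosophila), stable Gal4 DBD–ROR gamma + UAS-luc; 1 hr cmpd preincubation; Cu2+ induction 700 uM final; 20 hr ambient; luminescence.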
VP16 counter: Gal4-VP16 reporter inhibition counter-screen; Drosophila S2 Gal4-VP16 UAS-luciferase, luminescence, 20 h; Potency, µM (top dose mostly 53.6 µM), without a hit: at the top dose activity, negative = inhibition, hits mostly inhibitors; 310,000 compounds, 3.5% hits; AID 2546;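 also: Gal4-VP16 expression switched on by copper sulfate through the metallothionein promoter; % is scaled to controls: 0 for no effect and ±100 for the full control effect; nearly all actives have a fitted effect of over 50% in size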
BRCA1 expr up: activators of BRCA1 expression | MCF7-BRCA1-FFLuc reporter, luminescence, 48 h; response scale: scaled: vehicle 0%, 10 µM genistein 100% | 380,000 compounds, 1.1% hits | Potency, µM (series often up to 46.1 µM), for the others: at the top dose activation, usual class: activators | AID 624202; also: nearly all actives have a fitted effect of over 80% in size; some results filed as inactive show a strong effect at the top dose
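Reporter cells (MCF7, BRCA1 promoter-firefly luciferase) received library compounds across a concentration series for 48 h. End-point luminescence was measured and concentration-effect curves derived after normalization.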
FLuc counter: firefly luciferase modulation, counter-screen for miR-21 project. P08659. purified FLuc, Km substrates, luminescence inhibition. Potency, µM (highest dose often 57.5 µM), for inactives: at the highest dose activity change, negative = inhibition, hits mostly inhibitors. 360,000 compounds, 6.9% hits. AID 588342;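 also: plate controls were vehicle for no effect and reference inhibitor for full effect; nearly all actives have a fitted effect of over 55% in size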
Target sequence (P08659 whole entry, looked up): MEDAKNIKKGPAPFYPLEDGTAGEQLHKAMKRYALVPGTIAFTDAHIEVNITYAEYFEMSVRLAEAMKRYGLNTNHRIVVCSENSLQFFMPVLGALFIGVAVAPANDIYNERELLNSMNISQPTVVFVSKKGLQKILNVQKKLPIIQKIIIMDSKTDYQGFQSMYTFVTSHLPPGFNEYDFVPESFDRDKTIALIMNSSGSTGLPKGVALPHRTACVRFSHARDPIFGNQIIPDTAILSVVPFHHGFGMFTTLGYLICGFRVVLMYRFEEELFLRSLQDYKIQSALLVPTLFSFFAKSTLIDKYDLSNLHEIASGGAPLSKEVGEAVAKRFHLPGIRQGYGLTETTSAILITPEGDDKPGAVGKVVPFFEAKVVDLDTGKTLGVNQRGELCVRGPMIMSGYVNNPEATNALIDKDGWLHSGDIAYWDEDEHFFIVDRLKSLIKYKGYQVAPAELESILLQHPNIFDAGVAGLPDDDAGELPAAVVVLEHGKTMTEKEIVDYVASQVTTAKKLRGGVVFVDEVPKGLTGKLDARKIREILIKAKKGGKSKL
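Purified P. pyralis luciferase, 10 nM final, with Km-level 10 uM D-luciferin and 10 uM ATP in 50 mM Tris acetate pH 7.5, 10 mM Mg acetate, 0.01% Tween-20, 0.05% BSA; 6-point qHTS titration about 60 µM downward; luminescence read.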
ELG1 genotox: inducers of genotoxicity in HEK293T ELG1-luciferase cells; HEK293T ELG1-luciferase reporter, luminescence, 16 h; Potency, µM (highest dose often 46 µM), for the others: top-dose activity change, positive = activation, most hits filed as activators; 330,000 compounds, 1.3% hits; also: % of control where 0% means no effect; nearly all actives have a fitted effect of over 60% in size
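Genotoxicity was scored as increased ELG1-luciferase reporter signal, measured by ONE-Glo luminescence (30 min, room temperature). Compound or vehicle exposure of the HEK293T reporter cells lasted 16 hr at 37°C.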
* marks the source's active call; other numbers are inactive results; ? = inconclusive; / = not tested or not shown; [ ] = dose if it differs, or a comment. Unless noted, calls follow the shape of the dose curve; as a rule, active = well fitted curve in the direction sought with a large enough effect; inconclusive = small, poorly fitted or top-dose-only effect, or another doubt; inactive = no such curve, though single readings can be large; an effect the other way counts as inactive or inconclusive. Potency is read from the fitted curve at half-maximal effect. A portion of the library; rates above refer to the full screens.

SMILES	p53 reactivator	NPC1 prom act	MLL CXXC-DNA inh	uPA generation	Rab9 promoter act	MBNL1 CUG block	RORgamma inh	VP16 counter	BRCA1 expr up	FLuc counter	ELG1 genotox
COCCC1CCCCN1C(=O)c1cccc(OC2CCN(S(C)(=O)=O)CC2)c1 (stereo not drawn)	2%	-4%	15%	-6%	0%	-4%	-2%	-1%	-33%	2%	-2%
CC(C)c1cc(C(=O)O)n(-c2ccccc2)n1	-1%	0%	-7%	1%	2%	-10%	17%	-16%	0%	2%	2%
CN(c1ccc(OCc2nnc(-c3ccccc3)o2)cc1)S(=O)(=O)c1ccccc1	3%	-2%	2%	6%	-1%	-3%	?	0%	-28%	-1%[2.3 µM]	-6%
N#CC12CCCCC1CC1CCCCC1(C#N)N2Cc1cccnc1 (stereo not drawn)	3%	0%	-5%	0%	-2%	?	7%[10 µM]	0%	-22%	0%	0%
COc1cc(/C=N/N=C/c2cc(OC)c(O)c(OC)c2)cc(OC)c1O	-10%	0%	?	9%	0%	?	-7%	-5%	-3%	17µM*	3%
Cc1ccccc1CNC1CCCCC1	2%	-1%	6%	-4%	2%	4%	-2%	-1%	-22%	2%	-1%
CC(=O)Oc1ccc(C(=O)NCc2ccco2)cc1	10%	0%	8%	3%	0%	2%	1%	2%	-17%	1%	-3%
CCCCC(CC)CNCc1cccn1CCN1CCOCC1 (stereo not drawn)	/	?	4%	-9%	?	-4%	-1%	2%	-18%	0%	-12%
CCOC(=O)N1CCN(C(=O)c2ccc(N3C(=O)CCC3=O)cc2)CC1	4%	-3%	8%	1%	-4%	-2%	-4%	-4%	3%	6%	1%
COc1ccc(OC)c(S(=O)(=O)Nc2ccc(O)c(Sc3ncn[nH]3)c2)c1	0%	0%	20%	5%	-1%	-11%	10%[0.365 µM]	/	8%	0%	-3%
Cc1ccccc1CNC(=O)c1ccc2nc(N3CCOCC3)sc2c1	/	-3%	4%	-5%	-1%	2%	34%	?	-22%	-9%	0%
COc1ccccc1CNC(=O)C1CC(=O)N(C2CCCC2)C1 (stereo not drawn)	0%	1%	1%	-14%	0%	-3%	-9%	-10%	-4%	2%	-1%
O=C(CSc1ccc([N+](=O)[O-])cn1)Nc1nccs1	1%	20%	0%	39%[activator]	11%	?	8%	-16%	1%	0%	4%
CCC(C)(C)n1nnnc1C(c1ccc(C)cc1)N1CCN(Cc2ccc3c(c2)OCO3)CC1 (stereo not drawn)	-6%	-2%	-5%	-3%	-4%	2%	-10%	-2%	0%	-2%	-5%
Cc1cc(NC(=O)CCC(=O)N(c2ccccc2C)C(C(=O)NC2CCCC2)c2ccccc2)no1 (stereo not drawn)	-5%	0%	-3%	0%	-2%	-6%	75%	-5%	-23%	3%	-11%
Cc1cc(C(=O)NNS(=O)(=O)c2ccccc2C(F)(F)F)nn1C(C)(C)C	0%	0%	0%	3%	-7%	-14%	18%	18%	-27%	2%	4%
COc1ccccc1N1CCN(C(=O)CN2C(=O)c3cccc4cccc(c34)C2=O)CC1	10%	-1%	-5%	-2%	-2%	?	42%	-2%	0%	1%	-12%
CC(C)(O)C#Cc1ccc(CN2CCN(Cc3ccsc3)C(CCO)C2)s1 (stereo not drawn)	0%	-1%	-11%	3%	0%	5%	19%	7%	2%	-1%	-2%
COC(=O)/C=C/COc1ccccc1[N+](=O)[O-]	?	24%	17%	11µM*	?	10%	-28%	0%	?	21µM*	15%
CC(=O)NS(=O)(=O)c1ccc(N=NN2CCOCC2)cc1	5%	-2%	0%	0%	0%	/	1%[10 µM]	-9%	-7%	2%	-1%
Cc1ccccc1-c1nc2c(s1)CCc1onc(-c3cccc([N+](=O)[O-])c3)c1-2	4%	-2%	/	-15%	-7%	/	/	/	-25%	-1%	0%
CC1CCN(C(=O)COc2ncnc3ccccc23)CC1	2%	-1%	-5%	0%	18%	-4%	?	-5%	25%	5%	7%
Cc1ccc(O)c(NC(=O)CSc2ccc(Cl)cc2)c1	-5%	-5%	0%	-13%	1%	-9%	-12%	-7%	2%	-2%	-3%
Cc1cc(C)c2nc(N(CCN(C)C)C(=O)c3ccc(S(=O)(=O)N(C)CC4CCCO4)cc3)sc2c1 (stereo not drawn)	?	-1%	-5%	3%	4%	-5%	21%	-3%	17%	-3%	0%
O=C(CCl)N1c2ccccc2OCC1c1ccccc1 (stereo not drawn)	11%	-36%[inhibitor]	2%	-5%	-51%[inhibitor]	-13%	22%	-12%	-36%	4%	6%
O=C(COC(=O)CCc1nc2ccccc2c(=O)[nH]1)Nc1c(Cl)cccc1C(F)(F)F	1%	1%	/	-4%	-5%	/	/	/	-6%	4%	12%
Cc1nc(S(=O)(=O)c2ccc(Cl)cc2Cl)nc2c1CCC2	-4%	1%	-2%	1%	2%	-10%	13%	-14%	-1%	-1%	0%
Cn1c(=O)c2c(ncn2CC(=O)OCC(=O)NC(c2ccccc2)c2ccccc2)n(C)c1=O	7%	-5%	-1%	2%	-3%	?	33%	-4%	-1%	0%	0%
COc1cccc(OCC(=O)NNC(=O)Cc2cccs2)c1	-6%	-1%	-5%	0%	2%	-22%	-3%	-11%	-1%	-1%	1%
Cn1c(COc2nnc(-c3ccc(Cl)cc3)c3ccccc23)nc2ccccc21	-7%	1%	0%	3%	6%	-9%	8%	-16%	0%	-1%	-7%
Cc1ccc(NC(=O)CC(O)(C(F)(F)F)C(F)(F)F)c(Br)c1	23%	-1%	-6%	-21%	0%	-5%	-27%	-1%	-3%	6%	-8%
CC(=O)c1c(C)[nH]c(C(=O)N2CCN(S(=O)(=O)c3ccc(C)cc3C)CC2)c1C	14%	0%	/	-20%	-7%	/	/	/	-15%	0%	1%
CCCCCCCCC(=O)N/N=C(\C)c1ccc(O)cc1O	9%	-1%	-2%	-5%	-2%	27%[11.5 µM]	3.5µM*	?	-58%	4%	10%
O=C(NC1CCCC1)C1(c2ccccc2)CCN(S(=O)(=O)c2ccccc2)CC1	1%	3%	2%	/	8%	-1%	11%	7%	-33%	0%	-7%
COCCNC(=O)C(=O)Nc1cc2c3c(c1)CCC(=O)N3CCC2	8%	-1%	3%	?	-4%	-4%	-37%	21%	-28%	5%	9%
COc1cc(C2SCC(=O)N2c2c(C)n(C)n(-c3ccccc3)c2=O)ccc1O (stereo not drawn)	-1%	-6%	-5%	0%	-2%	-10%	-15%	-17%	0%	3%	-2%
O=C(NCc1ccccc1)C(c1ccc(F)cc1)N(Cc1ccc2c(c1)OCO2)C(=O)Cn1nnc(-c2cccs2)n1 (stereo not drawn)	-7%	-1%	0%	8%	-1%	-4%	21%	-1%	-14%	2%	1%
O=C(CSc1ccc2nc(-c3ccccc3)cn2n1)NCC1CCCO1 (stereo not drawn)	4%	?	-10%	-5%	?	7%	3%	-5%	88%	19µM*	10%
COc1ccc(C(=O)Nc2nc(CC(=O)NCCc3ccccc3OC)cs2)cc1	-1%	-6%	/	-4%	5%	/	/	/	-37%	2.7µM*	-6%
CCOCCCNC(=S)N1CCC(NC(=O)C23CC4CC(CC(C4)C2)C3)CC1	-3%	-4%	4%	-2%	-15%	-13%	39%	-19%[10 µM]	-7%	2%	0%
O=C(c1ccc(F)cc1)n1c(NCc2ccccc2)n[nH]c1=S	3%	4%	-4%	6%	-2%	-2%	1%	0%	24%	-1%	13%
Cc1ccc(S(=O)(=O)N2CC(C(=O)O)=CC[C@H]2c2ccc3c(c2)OCO3)cc1	8%	0%	/	9%	0%	/	/	/	5%	-3%	1%
CN(CC/C=C1/c2ccccc2CSc2ccccc21)CCCO	-12%	-3%	-1%	-6%	3%	-11%	-40%	?	-30%	3%	3%
COc1nc(C)nc2c1ccc1ccccc12	12%	-2%	-2%	-4%	-2%	-3%	0%	14%	8%	?	1%
CCN(CC)S(=O)(=O)N1CCC(C(=O)NC(C)CCc2ccccc2)CC1 (stereo not drawn)	-7%	-2%	6%	/	-3%	-1%	?	-2%	0%	1%	-7%
CCOC(=O)CCCCC(=O)c1[nH]c(=O)[nH]c1C[n+]1ccccc1	6%	-1%	14%	/	-4%	32µM*	-3%	-14%	/	1%	3%
CCCC(=O)Nc1sc2c(c1C(=O)OCC)CC(C)(C)OC2	2%	-4%	2%	3%	-2%	2%	3%	-1%	1%	0%	-1%
